GSK3A inh: blocks human GSK-3 alpha kinase; P49840; ADP-Glo luminescence, 60 min; inhibition, % at 10 µM; hit rate 0.1% among 320,000;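 in the data active = inhibition above about 50%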;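 note: GST-tagged GSK-3 alpha with peptide substrate and 25 µM ATP; 0% = DMSO neutral wells and 100% = GW8510 positive control wells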
Target sequence (P49840 whole entry, looked up): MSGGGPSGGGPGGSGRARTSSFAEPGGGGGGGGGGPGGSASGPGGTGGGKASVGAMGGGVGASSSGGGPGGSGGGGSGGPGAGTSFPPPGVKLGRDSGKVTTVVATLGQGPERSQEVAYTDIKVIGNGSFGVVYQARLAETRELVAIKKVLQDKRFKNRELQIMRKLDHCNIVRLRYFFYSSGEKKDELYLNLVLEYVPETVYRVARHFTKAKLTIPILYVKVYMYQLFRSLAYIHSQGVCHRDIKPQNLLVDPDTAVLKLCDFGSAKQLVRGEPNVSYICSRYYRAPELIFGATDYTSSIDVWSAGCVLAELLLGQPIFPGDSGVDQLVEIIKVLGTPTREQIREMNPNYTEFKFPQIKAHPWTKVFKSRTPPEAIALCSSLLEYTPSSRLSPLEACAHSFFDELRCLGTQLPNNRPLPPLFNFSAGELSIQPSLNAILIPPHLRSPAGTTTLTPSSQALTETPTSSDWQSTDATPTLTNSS
IEC-6 cytotox: counter-screen for KLF5 inhibitors: cytotoxicity in IEC-6 cells; IEC-6 cytotoxicity, luminescence viability; hit rate 0.78% among 290,000; inhibition, % at 5 µM; in the data active = inhibition above about 22%;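 note: 0% = plate median of test compound wells and 100% = cytotoxic reference compound wells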
HSP90 refold inh: inhibitors of HSP90 luciferase refolding in rabbit reticulocyte lysate | luciferase refolding luminescence, 3 h | inhibition, % at 5.6 µM | hit rate 0.91% among 290,000 | AID 1789;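 active = inhibition above the screen-wide mean plus 3 SD, computed separately per campaign, cut at about 16% in these data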;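 note: 0% = DMSO wells and 100% = 60 µM geldanamycin wells; inhibitors lower the luminescence because luciferase stays unfolded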
HSF1 inhib: HSF1 inhibition. NIH3T3-HGL HSE-luciferase, MG132-induced, luminescence 8 h; active compounds read low. activity change, negative = inhibition, % at 7.5 µM (by protocol). hit rate 0.77% among 300,000. AID 2098;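 active = more than half of replicate wells show activity change below -50%, luminescence cut by over half; inconclusive = some wells, but at most half, below -50%; inactive = no replicate well below -50%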;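 note: luciferase reports HSF-1 transcriptional activity via heat shock element; 0% = median of DMSO wells and -100% = zero luminescence signal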
Dyrk1A ADPGlo: inhibitors of rat Dyrk1A kinase; ADP-Glo luminescence, NFATc1 peptide; inhibition, % at 12.5 µM; Q63470; hit rate 0.43% among 310,000; AID 504441; in the data active = inhibition above about 50%;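 note: plate controls were vehicle with enzyme for no effect and no enzyme for full effect; many of its hits are not listed in these tables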
Platelet DG rel: platelet dense granule release activity. hit rate 0.22% among 300,000. human platelet-rich plasma, SFLLRN dense granule ATP release, luminescence. inhibition, %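 (compounds screened at 7.5 µM in platelet-rich plasma)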;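 active = mean replicate score, as percent of positive control, at or above 50; inconclusive = mean below 50 but at least one replicate at or above 50; inactive = mean and every replicate below 50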
HSF-1 act: increases HSF-1 driven luciferase reporter signal; hit rate 1.7% among 300,000; AID 504408; NIH3T3-HGL HSF-1 luciferase reporter, MG132, 8 h; 100% = twice DMSO control signal; activation, % at 9 µM;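 active = mean replicate activation of at least 50% with a set share of replicates each reaching 50%; inconclusive = only one of those two conditions met; inactive = mean below 50% and too few replicates reaching it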;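 note: 0% = median of the neutral control wells and 100% = twice that signal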
GSK3beta inhib: inhibitors of human GSK3beta kinase. AID 2097. P49841. GST-GSK3beta kinase, ADP-Glo luminescence, 60 min; active compounds read low. activity score (negative = inhibition), % at 10 µM. hit rate 0.038% among 300,000;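 active = more than half of replicate wells score below -50%, meaning over 50% inhibition versus plate controls; inconclusive = some replicates but at most half score below -50%; inactive = no replicate scores below -50%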;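 note: 0% = median DMSO wells and -100% = median GW8510 positive control wells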
Target sequence (P49841 whole entry, looked up): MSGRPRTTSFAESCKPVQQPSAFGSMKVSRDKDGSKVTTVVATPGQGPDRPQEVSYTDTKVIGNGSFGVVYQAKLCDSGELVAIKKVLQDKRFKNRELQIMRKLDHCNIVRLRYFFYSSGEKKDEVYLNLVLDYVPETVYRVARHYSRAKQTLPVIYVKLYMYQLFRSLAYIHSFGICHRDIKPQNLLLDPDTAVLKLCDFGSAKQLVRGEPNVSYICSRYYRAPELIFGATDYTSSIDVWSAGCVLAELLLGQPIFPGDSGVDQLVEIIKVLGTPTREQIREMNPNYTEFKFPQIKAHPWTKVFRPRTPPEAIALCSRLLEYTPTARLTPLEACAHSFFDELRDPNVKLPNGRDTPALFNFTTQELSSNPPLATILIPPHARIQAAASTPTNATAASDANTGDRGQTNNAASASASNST
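Assay system: GST-fused GSK3beta enzyme, cell-free / Medium: Tris pH 7.5 buffer with MgCl2, DTT, BSA, heparin / Also added: peptide substrate plus 25 µM ATP (final) / Compound: 10 µM single point / Timing: kinase reaction with compound 60 min at room temperature / Detection: ADP-Glo luminescence / Benchmarks: DMSO neutral wells and GW8510 at 20 µM as positive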
KLF5 inhibitor: kruppel-like factor 5 inhibition | hit rate 0.23% among 290,000 | inhibition, % at 5 µM | DLD-1 KLF5 promoter-luciferase reporter, luminescence;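 active = inhibition above a per-plate limit of that plate's mean compound inhibition plus 3 SD, cut at about 60% in these data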;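 note: 0% = DMSO wells and 100% = LY294002 at 200 µM; higher means less KLF5 promoter-driven luciferase light; inactives centre near -14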
aSyn UTR inh: MLPCN primary screen, SNCA 5' untranslated region; alpha-synuclein 5'UTR reporter, inhibitor activity; inhibition, % (tested at 7.5 µM); hit rate 0.82% among 300,000; AID 1813; in the data active = inhibition above about 60%; inconclusive = no clear call, values can overlap the other calls;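 note: H4 neuroglioblastoma cells stably carrying SNCA 5'UTR luciferase fusion; 0% = DMSO wells and 100% = positive control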
* marks the source's active call; other numbers are inactive results; ? = inconclusive; nt = no result given. A portion of the library; the hit share may differ from the screen's.

SMILES	GSK3A inh	IEC-6 cytotox	HSP90 refold inh	HSF1 inhib	Dyrk1A ADPGlo	Platelet DG rel	HSF-1 act	GSK3beta inhib	KLF5 inhibitor	aSyn UTR inh
COc1cccc(/C=c2\s/c(=C/C(=O)c3ccc(C)cc3)[nH]c2=O)c1OC	-1	7	4	-4	nt	6	27	2	14	8
CCOC(=O)C1=C(C)NC(=O)CC1c1cc2c(cc1Br)OCO2 (stereo not drawn)	nt	0	-6	-4	10	8	-21	-5	-1	16
CCCC(C)C(=O)Nc1ccc(S(N)(=O)=O)cc1 (stereo not drawn)	-3	2	-2	5	6	3	-5	5	3	7
CCCCNC(=O)COC(=O)CCC(=O)c1cccs1	-1	10	2	nt	-3	11	nt	1	-22	24
COc1ccc(CC(=O)NC(C)c2nnc(SCC(=O)Nc3ccccc3F)n2C)cc1 (stereo not drawn)	-2	9	4	4	nt	1	7	3	-22	-20
COc1ccccc1CN1C[C@@H]2C[C@@H](C3=Cc4cccc(OC)c4OC3)N3CCC[C@@]23C1=O	2	5	-2	0	1	-1	4	4	-22	2
O=C(CS(=O)CC(=O)Nc1ccccc1-c1ccccc1)Nc1ccc(F)cc1 (stereo not drawn)	0	11	-3	-5	1	2	-17	-2	-10	-3
O=C(Oc1ccccc1)N(c1ccccc1)c1ccccc1	1	5	16	-4	nt	-9	nt	-1	1	10
CCCCC(O)(CCCC)C(=O)NN(C(=O)CCl)c1ccccc1	2	4	6	-11	-2	10	1	2	-7	-68
CCOC(=O)c1[nH]c2ccccc2c1NC(=O)c1ccc(Br)o1	17	6	0	-2	8	1	3	3	-19	-36
O=C(CSc1nnc(-c2ccccn2)n1-c1ccccc1)Nc1ccc2c(c1)OCO2	-1	0	-3	-1	2	-1	13	1	-10	-3
C=C(C)CSc1nc2ccccc2[nH]1	0	5	0	6	1	-2	9	2	-38	-41
c1ccc2c(c1)nc1n2CN(Cc2ccc3c(c2)OCO3)CN1	-1	-9	-6	12	7	-4	-6	-1	-33	8
CN1C[C@@H]2C(c3ccc(Cl)nc3)C3(c4ccccc4)CC2(C3)[C@H]1c1ccccc1 (stereo partly drawn)	-3	nt	nt	3	8	-1	-8	0	nt	1
CC1=C(C(=O)Nc2ccccc2F)C(c2ccsc2)C2=C(CC(c3ccccc3)CC2=O)N1 (stereo not drawn)	-3	2	0	2	3	2	5	1	-1	19
Cc1ccc(C(CC(=O)c2ccc(Cl)cc2)C(=O)O)cc1 (stereo not drawn)	-9	1	-4	-3	-6	3	-3	0	-27	10
Cc1ccc(Oc2ncc(CN3CC(C)OC(C)C3)s2)cc1 (stereo not drawn)	1	-1	-4	5	-4	2	35	-3	-3	-3
O=C(C1CC1)N(CCN(C(=O)C1CC1)c1ccccc1)c1ccccc1	-2	3	-1	-10	10	-5	3	0	-14	-3
Cc1c(C(=O)C(=O)NCC2CCCO2)c2ccccc2n1C (stereo not drawn)	0	3	-5	3	nt	0	8	4	-8	1
COc1ccc(-n2c(C)cc(-c3cn4cccc(C)c4n3)c2C)cc1	0	4	-1	-4	0	28	8	1	-24	-79
O=C(CN(C(=O)c1csnn1)c1ccc(F)cc1)NCc1ccc(F)cc1	-1	2	4	-3	-3	1	-1	2	-10	-10
Cc1cc(C)cc(NC(=O)C(OC(=O)C2=COCCO2)c2ccccc2)c1 (stereo not drawn)	-3	-2	0	-7	-1	9	-12	0	-8	6
COc1ccc(N(CCN2C(=O)c3ccccc3C2=O)C(=O)c2cccc([N+](=O)[O-])c2)cc1	1	-3	3	3	-6	4	3	1	6	7
O=C(CC1S/C(=N/N=C2CCCCCC2)NC1=O)Nc1ccc(Br)cc1F (stereo not drawn)	0	-7	7	-6	-1	0	-26	-4	12	3
Cc1ccc(NC(=O)COC(=O)c2ccc3c(c2)OCCO3)cc1S(=O)(=O)N1CCOCC1	-2	-1	3	0	-4	8	4	1	-28	5
O=C(CC1CCCC1)N1CCCC(Nc2ccc(F)cc2)C1 (stereo not drawn)	2	3	1	-2	8	-8	-15	1	-6	10
COc1ccc(C(CC(=O)N2CCN(c3ccccc3)CC2)c2c(OC)cc(OC)c3ccc(=O)oc23)cc1 (stereo not drawn)	-4	nt	nt	9	4	2	-1	3	nt	8
O=C1NCC(COCC2CC=CCC2)O1 (stereo not drawn)	-1	-4	-2	-7	-7	1	1	0	-9	-10
Cc1cc(C(F)(F)F)nn1Cc1n[nH]c(=S)n1Cc1ccccc1	nt	-4	-1	0	-6	6	12	2	4	11
O=C(NCCc1csc(-c2ccccc2)n1)c1ccccc1F	-2	3	-2	4	12	4	-7	-5	-12	3
O=C(O)c1ccc(CSc2ncn[nH]2)cc1	-4	-2	0	-4	-5	-4	32	-3	0	-15
CC(=O)Nc1ccc(S(=O)(=O)N2CCN(c3cc4c(cc3[N+](=O)[O-])n(C)c(=O)n4C)CC2)cc1	-2	-8	-3	3	3	-3	4	5	-34	9
CC(=O)Nc1ccc(C(=O)NCC(=O)OCc2ccccc2F)cc1	-1	0	-4	2	5	3	-5	1	-4	-1
O=C(c1ccc(COc2ccccc2Br)cc1)N1CCCCC1	1	-2	12	10	1	-13	44	-23	-75	-77
COc1ccc(C2(O)CCN(C(=O)Cc3cccnc3)CC2)cc1	0	1	3	-5	-1	9	11	4	-4	-16
CC(C)c1ccc(-c2noc(C3CCCN(C(=O)c4ccc(F)cc4F)C3)n2)cc1 (stereo not drawn)	-1	4	1	3	-11	-5	18	-1	-21	-26
c1csc(CNCCN2CCOCC2)c1	7	2	3	-3	6	6	0	23	6	13
O=C(CCc1nnc2ccc(N3CCCC3)nn12)Nc1ccc(F)c(F)c1	-1	8	-1	-5	7	-4	-4	3	-1	9
COc1cc(OC)c(S(=O)(=O)NCc2ccco2)cc1S(=O)(=O)NCc1ccco1	-2	-2	-1	9	-2	-39	30	-4	-14	4
Cc1cc(C)cc(N(C(=O)CNC(=O)c2ccco2)C(C(=O)NC2CCCCC2)c2cccnc2)c1 (stereo not drawn)	-1	1	-1	4	0	9	-15	3	4	-15
COc1ccc(C(=O)/C=C/c2cccnc2)c(OC)c1	-2	6	-4	53	2	-1	47	-1	-20	-81
CCCCn1c(N)c(N(CC(C)C)C(=O)c2cc3c(s2)CCC3)c(=O)[nH]c1=O	nt	nt	nt	18	2	3	9	2	nt	-8
CSc1nc2ccccc2cc1/C=C(\C#N)c1ccc(Cl)c(Cl)c1	-3	7	1	8	-1	-6	0	1	7	23
CCN1CCN(CC(=O)Nc2nc3ccccc3s2)CC1	-2	-4	1	10	nt	5	-2	3	-40	-19
CC(=O)NCCC(=O)N1CCCC(N2CCN(c3cccc(Cl)c3)CC2)C1 (stereo not drawn)	-1	-4	-5	1	-1	0	4	2	-17	-13
Cc1cc(C)n2nc(C(=O)OCC(=O)NC(=O)c3ccccc3)nc2n1	-1	nt	nt	0	8	-6	1	-25	nt	8
COc1ccc(S(=O)(=O)N2CCN(C(=O)[C@@H]3CCC(=O)N3C3OC(=O)c4ccccc43)CC2)cc1 (stereo partly drawn)	-3	5	-2	-2	-3	-12	-8	-1	-17	1
Cc1ccn2cc(-c3nonc3C)cc2c1	1	-3	3	8	-4	11	9	0	-30	-128
O=C(Nc1nncs1)C1c2ccccc2Oc2ccccc21	-4	2	2	-1	-4	-7	23	-1	-9	3
COc1ccccc1OCc1nc(C#N)c(N2CCCC2)o1	-1	5	1	-12	2	10	0	-1	-7	22
N#Cc1nc(-c2ccccc2F)oc1NC1CCCCC1	nt	6	1	0	8	-9	34	1	-27	-37
O=C(Nc1nccs1)C(c1ccccc1)N1CCCCC1 (stereo not drawn)	-1	-8	-1	-3	1	-9	5	4	-19	13
COC(=O)Cc1c(C)[nH]n(-c2cc(Cl)cc(Cl)c2)c1=O	-5	-4	1	-1	3	4	9	2	4	9
CCN1CCN(S(=O)(=O)c2ccc(Cl)c(C(=O)NCCc3ccccc3)c2)CC1	-1	nt	nt	12	1	0	31	-3	nt	-69
CN(C)CCNc1nc2sc3c(c2c(=O)n1Cc1ccccc1)CCCCC3	nt	3	6	6	-1	-2	10	2	-16	-15
N#Cc1nc(-c2ccccc2F)oc1NCCc1ccccn1	-1	nt	nt	10	-3	-1	11	0	nt	-81
CCCCCCCCC[n+]1cccc2c3ccccc3ccc21	9	60*	2	-17	-1	87*	-21	-9	75*	69*
O=C(O)/C=C/c1ccc(S(=O)(=O)Nc2ccccc2C(=O)Nc2ccc(F)cc2)cc1	-4	-8	-8	4	-7	2	17	9	-11	-3
Cc1cc(C)cc(NC(=O)COc2ccc(C(=S)N3CCOCC3)cc2)c1	2	-4	-1	-4	0	2	-8	-4	-9	26
c1ccc2c(c1)ncn2CCCOc1ccc2c(c1)CCC2	-2	3	9	2	-2	0	28	-1	-28	-37
Additional records:
SMILES	GSK3A inh	IEC-6 cytotox	HSP90 refold inh	HSF1 inhib	Dyrk1A ADPGlo	Platelet DG rel	HSF-1 act	GSK3beta inhib	KLF5 inhibitor	aSyn UTR inh
CCOC(=O)c1ccc(NC(=O)c2ccccc2N(C)S(=O)(=O)c2ccccc2)cc1	1	-5	5	-1	-1	-30	-10	2	-36	8
CCc1cc(=O)oc2c(C)c(OCC(=O)NC3CC(C)(C)NC(C)(C)C3)ccc12	0	-3	0	-2	8	?	5	2	-17	0
COC(=O)Cn1c(=NC(=O)c2sc3ccccc3c2Cl)sc2cc(S(N)(=O)=O)ccc21	0	0	-1	-4	-1	-1	-2	2	16	15
Cc1cccc(-n2c(N)cc(=O)[nH]c2=S)c1	-1	4	2	26	2	9	46	1	-13	-215
COc1ccc(/C=N/Nc2nc(Nc3ccccc3)nc(N3CCCCC3)n2)cc1OC	-3	3	-3	-2	-5	-5	-14	6	-53	-111
CCOC(=O)n1c(=O)n(Cc2ccc(Cl)cc2Cl)c2ccccc21	0	-1	0	-6	8	9	2	2	-27	2
CCSc1nnc(NC(=O)Cn2cnc3ccccc3c2=O)s1	2	-5	-1	-1	-1	-2	7	-2	-8	0
Cc1cc(C)n(-c2cc(N3CCN(S(=O)(=O)c4ccc(Br)cc4)CC3)ccc2[N+](=O)[O-])n1	-4	0	5	7	-3	2	20	0	-8	20
COC(=O)C1=C(CN2CCN(C)CC2)NC(=O)NC1c1cc(C)ccc1C (stereo not drawn)	-2	-1	0	1	-1	-8	-10	4	5	-7
COc1ccc(NC(=O)CSc2nnc(Cc3cccs3)n2C)cc1	-2	nt	nt	-11	-5	9	-7	-4	nt	4
Fc1ccc(NC(=S)Nc2ccc(Cl)cc2)cc1	0	-3	-5	16	1	5	2	2	-4	-18

Assay outcomes deposited in PubChem by several laboratories.
